Rac1 wt modul: modulators of human Rac1 wildtype GTP binding. P63000. GST-Rac1 beads, fluorescent GTP binding, flow cytometry; actives lie on both sides; 0 = cold GTP competed, 100 = untreated. GTP binding activity (% of control), % at 10 µM. 190,000 tested, 0.27% active. AID 757;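 active means GTP binding activity at least 20 points away from the 100% control level, either lower or higher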
Avidin fluor: avidin bead compound fluorescence profile; Avidin beads, compound fluorescence 488/530 nm, flow cytometry; stronger effect = higher value; fluorescence (KMESF) at 10 µM; 220,000 tested, 0.38% active; in the data active means fluorescence above about 47; further: inactives centre near 10
HRas wt GTP bind: modulators of GTP binding to human HRas wildtype; GST-Ras wt beads, Bodipy-FL-GTP binding, flow cytometry; actives lie on both sides; GTP binding activity, % at 10 µM; 190,000 tested, 0.14% active; AID 759;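 active means GTP binding activity at least 20% away from the 100% baseline, either lowered as inhibitor or raised as activator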;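 further: 0% = unlabeled GTP competition control and 100% = no-compound control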
Target sequence (P01112 whole entry, looked up): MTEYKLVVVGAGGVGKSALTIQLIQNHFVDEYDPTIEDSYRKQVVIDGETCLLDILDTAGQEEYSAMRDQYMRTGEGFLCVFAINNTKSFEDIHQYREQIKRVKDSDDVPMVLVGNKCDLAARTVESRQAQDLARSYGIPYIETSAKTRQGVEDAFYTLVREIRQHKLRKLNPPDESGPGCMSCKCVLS
Mcl1-Bid inh: disrupts binding of human Mcl-1 to Bid peptide. TR-FRET Mcl-1/Bid-Dy647 peptide binding, 1536-well. Q07820. inhibition, % at 21.7 µM. 220,000 tested, 0.97% active;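 active means compounds that cut the binding signal by more than half at the single screening dose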;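 further: His-tagged Mcl-1 with europium anti-His antibody binding Bid BH3 peptide; 0% = Mcl-1 plus peptide wells and 100% = peptide-only wells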
Target sequence (Q07820 whole entry, looked up): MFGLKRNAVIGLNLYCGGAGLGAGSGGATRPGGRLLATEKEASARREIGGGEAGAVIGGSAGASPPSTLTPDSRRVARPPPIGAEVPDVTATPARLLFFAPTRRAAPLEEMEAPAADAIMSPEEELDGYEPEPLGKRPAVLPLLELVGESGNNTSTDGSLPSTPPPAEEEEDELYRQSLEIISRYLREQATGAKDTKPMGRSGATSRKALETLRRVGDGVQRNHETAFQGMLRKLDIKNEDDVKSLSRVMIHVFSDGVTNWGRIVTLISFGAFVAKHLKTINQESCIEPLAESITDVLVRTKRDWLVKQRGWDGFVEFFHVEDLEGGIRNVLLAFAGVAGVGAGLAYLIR
Pf gamet viab: inhibitors of late stage P. falciparum gametocyte viability | 150,000 tested, 0.065% active | AID 743093 | P. falciparum stage V gametocytes, ATP luminescence, 24 h | inhibition, % at 10.9 µM;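 active means inhibition above the mean plus 3 SD of compounds within the control limits, set per campaign, cut at about 38% in these data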;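 further: 0% = DMSO wells and 100% = medium only without gametocytes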
Rab2A wt mod: changes GTP binding to wildtype dog Rab2A, up or down; P61105; GST-Rab2 wt beads, Bodipy-GTP binding, flow cytometry; GTP binding activity, % at 10 µM; 190,000 tested, 0.19% active;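 active means GTP binding activity at least 20 points away from 100%, either lowered or raised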;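 further: 0% = beads with excess unlabeled GTP and 100% = no-compound control corrected for plate trend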
Mcl-1 Bim block: inhibitors of Bim-Mcl-1 interaction, human; Q07820; AID 1009; 190,000 tested, 0.1% active; Bead-based flow cytometry, Bim peptide-Mcl-1 binding; inhibition, % at 10 µM; in the data active means inhibition above about 40%;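 further: 0% = no compound tracer wells and 100% = peptide blocker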
Mcl1 Noxa PPI: Mcl-1/Noxa interaction inhibition. Q07820. AID 1022. inhibition, % at 21.7 µM. TR-FRET Mcl-1/Noxa peptide binding, 2 h. 220,000 tested, 1.5% active;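 active means compounds that cut the protein-peptide binding signal by more than 50% relative to plate controls in a single-dose test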;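 further: His-tagged Mcl-1 with rhodamine Noxa BH3 peptide and terbium anti-His antibody; 0% = Mcl-1 plus Noxa peptide wells and 100% = peptide-only wells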
Rab7 wt modul: dog Rab7 wildtype GTP binding, inhibitors and activators. GTP binding activity (percent of control), % at 10 µM. 190,000 tested, 0.055% active. AID 758. GST-Rab7 beads, fluorescent GTP binding, flow cytometry; actives lie on both sides; untreated = 100%, excess cold GTP = 0%;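 active means fluorescent GTP binding to Rab7 beads changed by at least 20 points from the 100% baseline, either direction, mostly lower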;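 further: median green fluorescence of bound Bodipy-FL-GTP per Rab7 bead population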
Rac1 act GTP bind: modulators of GTP binding to human Rac1 activated mutant | P63000 | GST-Rac1 activated beads, fluorescent GTP binding, flow cytometry; actives lie on both sides; 100% means binding = to untreated wells | percent activity (GTP binding), % at 10 µM | 190,000 tested, 0.11% active | AID 764;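 active means GTP binding at least 20 percentage points away from the 100% baseline, in either direction, so actives lie on both sides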
Cdc42 wt GTP: changes GTP binding to wildtype human Cdc42. P60953. 190,000 tested, 0.2% active. AID 761. GST-Cdc42 beads, Bodipy-GTP binding, flow cytometry; actives lie on both sides. percent activity (GTP binding), % at 10 µM;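 active means percent activity GTP binding at least 20 points away from the 100% baseline, either down as inhibitor or up as activator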;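 further: median bead fluorescence of bound Bodipy-FL-GTP at 100 nM; 0% = excess unlabeled GTP control and 100% = no compound control; below 100% means less GTP binding so inhibitor and above means activator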
Target sequence (P60953 whole entry, looked up): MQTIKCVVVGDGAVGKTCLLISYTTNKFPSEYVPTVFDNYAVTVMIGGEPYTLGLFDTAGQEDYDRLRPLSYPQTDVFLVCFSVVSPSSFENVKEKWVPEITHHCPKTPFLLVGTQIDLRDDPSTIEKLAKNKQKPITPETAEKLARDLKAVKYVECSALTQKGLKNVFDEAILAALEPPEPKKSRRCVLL
Active calls of the source: *; / = not tested or not shown.

SMILES | Rac1 wt modul | Avidin fluor | HRas wt GTP bind | Mcl1-Bid inh | Pf gamet viab | Rab2A wt mod | Mcl-1 Bim block | Mcl1 Noxa PPI | Rab7 wt modul | Rac1 act GTP bind | Cdc42 wt GTP
COc1cccc(C(c2nnnn2Cc2ccco2)N2CCN(c3cccc(C)c3C)CC2)c1OC (configuration not stated) | 97 | 9 | 99 | -3 | -24 | 96 | -1 | 3 | 98 | 96 | 99
CCN1CC(CN(C)Cc2nc(-c3ccc(Cl)cc3)no2)CC1=O (configuration not stated) | 104 | 13 | 102 | -26 | 16 | 102 | 0 | 21 | 106 | 99 | 101
Nc1c(C(=O)NCc2ccc(Cl)cc2)sc2nc3c(c(C(F)(F)F)c12)CCC3 | 102 | 11 | 98 | -10 | 7 | 98 | -4 | -18 | 98 | 99 | 97
CCOC(=O)CC1C(=O)NCCN1Cc1cccc(C(F)(F)F)c1 (configuration not stated) | 95 | 6 | 96 | -14 | / | 96 | -1 | 7 | 95 | 96 | 96
CC(=O)Nc1sc(C)c(C)c1C(=O)OCC(=O)Nc1cc(S(=O)(=O)N2CCCCC2)ccc1Cl | 102 | 2 | 102 | -14 | / | 103 | 0 | -13 | 102 | 101 | 102
O=C(Cn1c(COc2ccc(Cl)cc2)nc2ccccc21)NCC(F)(F)F | 101 | 10 | 96 | 20 | 1 | 99 | -2 | 0 | 94 | 97 | 97
COc1ccccc1Nc1c([N+](=O)[O-])cc(C)cc1[N+](=O)[O-] | 100 | 11 | 97 | -31 | -15 | 96 | -1 | 9 | 93 | 93 | 97
CCC[N+](CC#Cc1ccccc1)(CCC)CC(=O)OC | 106 | 3 | 102 | -6 | 0 | 104 | 0 | 13 | 101 | 99 | 102
CCn1c(Cc2cccn2C)nnc1SCC(=O)c1ccc(C)cc1 | 95 | 14 | 99 | -43 | / | 95 | 0 | 14 | 98 | 92 | 98
COc1ccc2c(c1)c(=O)oc1cc3occ(C(C)(C)C)c3cc12 | 102 | 9 | 98 | -6 | 11 | 100 | 0 | -10 | 100 | 98 | 101
Cn1c(NC(=O)c2ccc(Cl)cc2)c(-c2ccccn2)c(=O)c2ccccc21 | 95 | 9 | 96 | 4 | / | 94 | 0 | 11 | 96 | 91 | 96
COCCn1c(=O)[nH]c(=O)c2cc(C(=O)c3cc(Cl)ccc3O)cnc21 | 83 | 15 | 87 | 6 | / | 82 | 2 | 24 | 88 | 85 | 82
CC(=O)C1=C(O)C(=O)N(CCCn2ccnc2)C1c1ccc(Br)cc1 (configuration not stated) | 103 | 16 | 96 | -39 | 13 | 98 | 1 | 11 | 102 | 96 | 96
CCOC(=O)CCn1c(=O)c2c(nc(Br)n2Cc2ccccc2)n(C)c1=O | 104 | 6 | 100 | -6 | / | 100 | -2 | -1 | 100 | 99 | 100
O=C(c1ccccc1)N(Nc1ccccc1)c1ccccc1 | 107 | 9 | 102 | -14 | -33 | 101 | 0 | 2 | 99 | 102 | 103
COc1ccc(S(=O)(=O)c2ccc(OC)c(OC)c2)cc1OC | 107 | 10 | 104 | -7 | 5 | 104 | 0 | 5 | 101 | 102 | 103
O=c1cc(-c2ccccc2)[nH]c2ccc(F)cc12 | 109 | 9 | 101 | 5 | -18 | 103 | 0 | 3 | 103 | 102 | 107
CCCCNC(=O)CCN1N=C(c2ccccc2)CCC1=O | 97 | 26 | 100 | -4 | 7 | 97 | -1 | 5 | 104 | 94 | 96
O=C(NNC(=O)c1cccnc1)NC1CCCCC1 | 106 | 12 | 99 | -14 | 19 | 103 | -1 | 4 | 106 | 98 | 103
CCOc1ccc(S(=O)(=O)NCc2cccnc2)cc1C | 99 | 22 | 101 | -11 | 6 | 100 | 0 | 11 | 102 | 98 | 98
Cc1ccc(S(=O)(=O)N(C)CC(=O)O/N=C(\N)c2ccc([N+](=O)[O-])cc2)cc1 | 101 | 6 | 101 | 1 | 1 | 99 | -3 | -5 | 103 | 99 | 104
Cc1cc(C)nc(N2CCN(C(=O)c3ccc(S(=O)(=O)N4CCCCCC4)cc3)CC2)n1 | 99 | 12 | 98 | 1 | -15 | 99 | -1 | 20 | 103 | 95 | 96
Cc1cccc(NC(=O)COc2cccc3c2CCN(C)C3=O)c1 | 99 | 6 | 96 | 9 | -27 | 96 | 0 | -11 | 97 | 96 | 97
O=C(Cc1ccc(Cl)cc1Cl)OCC(=O)c1ccc[nH]1 | 92 | 15 | 97 | -1 | / | 94 | -1 | -1 | 97 | 92 | 95
CN(C(=O)c1ccccc1Cl)c1ccccc1 | 106 | 38 | 100 | -5 | 13 | 99 | 0 | 22 | 101 | 95 | 105
CC(C)(C)NC(=O)C(=O)NN=C1CCCCCC1 | 97 | 12 | 97 | -30 | -29 | 97 | -1 | -9 | 97 | 96 | 98
COc1ccc(C)cc1NC(=O)CSc1nnc(-c2cc3cccc(OC)c3o2)n1N | 106 | 17 | 100 | -30 | 8 | 100 | 0 | 5 | 97 | 103 | 102
CCC(C)(C)C(=O)Nc1ncc(S(=O)(=O)c2ccc([N+](=O)[O-])cc2)s1 | 107 | 35 | 104 | -12 | -9 | 104 | -4 | -2 | 103 | 99 | 104
CCN(CC(=O)Nc1cc(C)c(Cl)cc1OC)CC(=O)NC1CCS(=O)(=O)C1 (configuration not stated) | 93 | 21 | 98 | -13 | / | 98 | 2 | 23 | 101 | 95 | 94
CSC(=NCc1cccnc1)NS(=O)(=O)c1cccs1 | 107 | 4 | 105 | 71* | / | 102 | 3 | -15 | 104 | 102 | 106
Cc1cc(Sc2nccn2C)ncc1[N+](=O)[O-] | 105 | 3 | 100 | -11 | 2 | 99 | -3 | -5 | 100 | 96 | 104
O=C(Nc1ccccc1)c1cccc(S(=O)(=O)N2CCCCC2)c1 | 101 | 7 | 101 | -11 | -37 | 99 | -2 | -4 | 98 | 99 | 99
CC(C)(C)NC(=O)CN1CCN(C(=O)CCl)CC1 | 97 | 7 | 97 | -36 | 4 | 97 | 0 | 10 | 100 | 95 | 96
CN(CCNC(=O)c1ccc(N2CCCC2=O)cc1)CCc1ccccc1 | 106 | 33 | 102 | -3 | / | 102 | -4 | 0 | 103 | 100 | 102
COc1cc(CNCCCN2CCOCC2)cc(Br)c1OCC(=O)N1CCCCC1 | 103 | 12 | 99 | 4 | / | 99 | 3 | 13 | 94 | 102 | 100
O=C1CC(Sc2ncn[nH]2)C(=O)N1c1ccccc1 (configuration not stated) | 108 | 8 | 104 | 0 | / | 104 | -1 | 54* | 102 | 100 | 102
COc1cc(C(=S)N2CCOCC2)cc(OC)c1OC(=O)c1cc([N+](=O)[O-])c(C)c([N+](=O)[O-])c1 | 106 | 11 | 100 | -14 | / | 102 | -5 | 11 | 104 | 100 | 99
CC(=O)Oc1ccc2oc(=O)c3c(c2c1)CCCN3C(=O)CN1CCOCC1 | 102 | 9 | 98 | -7 | / | 101 | 0 | 5 | 106 | 98 | 106
CC(Sc1nnc(Cc2cccs2)n1C1CCCCC1)C(=O)N1CCc2ccccc21 (configuration not stated) | 103 | 48* | 101 | -8 | / | 98 | -1 | -22 | 100 | 100 | 103
COc1ccc(Nc2oc(COc3ccc(Cl)cc3)nc2C#N)cc1 | 95 | 16 | 98 | 0 | / | 96 | -1 | 9 | 98 | 96 | 96
O=C(Nc1ccc(CN2CCOCC2)cc1)c1cc2ccccc2o1 | 98 | 11 | 98 | -14 | / | 98 | 0 | 7 | 98 | 96 | 99
COc1cccc(C2C3=C(CC(C)(C)CC3=O)OC(N)=C2[N+](=O)[O-])c1 (configuration not stated) | 104 | 6 | 101 | -26 | / | 98 | 3 | 2 | 100 | 101 | 103
CC(=O)c1ccc(N2CCN(C(=S)Nc3cccc(Cl)c3)CC2)cc1 | 101 | 17 | 100 | -41 | / | 100 | -6 | 8 | 100 | 99 | 98
Cc1ccccc1-n1nc2c(c1NC(=O)COc1ccc(Cl)cc1)CS(=O)C2 (configuration not stated) | 103 | 5 | 98 | -27 | / | 100 | 0 | 13 | 99 | 98 | 101
Cc1ccc(S(=O)(=O)N2CCCC2C(=O)NCc2ccc3c(c2)OCO3)cc1 (configuration not stated) | 104 | 9 | 99 | -32 | / | 98 | 1 | -2 | 102 | 96 | 96
CN(C)S(=O)(=O)N1CCc2ccccc21 | 105 | 9 | 99 | -26 | 6 | 99 | -1 | 20 | 101 | 99 | 100
CCOC(=O)C1CN(S(=O)(=O)c2ccc(C)cc2)c2cc(S(=O)(=O)CC)ccc2O1 (configuration not stated) | 106 | 34 | 103 | -1 | -21 | 100 | -3 | -8 | 98 | 102 | 106
Brc1ccc(-c2nnc3n2C2(CCCC2)Cc2ccccc2-3)o1 | 107 | 6 | 103 | 10 | / | 99 | 1 | 5 | 102 | 98 | 99
Cc1ccc(CNC(=O)c2ccc(NS(=O)(=O)c3c(C)noc3C)cc2)cc1 | 105 | 12 | 100 | -3 | 9 | 98 | -3 | 10 | 100 | 98 | 98
CCCCC1CCC(c2ccc(C(N)=O)cc2)CC1 (configuration not stated) | 105 | 10 | 99 | 7 | -3 | 97 | -2 | -9 | 100 | 98 | 103

Among those listed so far, 6 have a nitro group on carbon:
SMILES | Rac1 wt modul | Avidin fluor | HRas wt GTP bind | Mcl1-Bid inh | Pf gamet viab | Rab2A wt mod | Mcl-1 Bim block | Mcl1 Noxa PPI | Rab7 wt modul | Rac1 act GTP bind | Cdc42 wt GTP
COc1ccccc1Nc1c([N+](=O)[O-])cc(C)cc1[N+](=O)[O-] | 100 | 11 | 97 | -31 | -15 | 96 | -1 | 9 | 93 | 93 | 97
Cc1ccc(S(=O)(=O)N(C)CC(=O)O/N=C(\N)c2ccc([N+](=O)[O-])cc2)cc1 | 101 | 6 | 101 | 1 | 1 | 99 | -3 | -5 | 103 | 99 | 104
CCC(C)(C)C(=O)Nc1ncc(S(=O)(=O)c2ccc([N+](=O)[O-])cc2)s1 | 107 | 35 | 104 | -12 | -9 | 104 | -4 | -2 | 103 | 99 | 104
Cc1cc(Sc2nccn2C)ncc1[N+](=O)[O-] | 105 | 3 | 100 | -11 | 2 | 99 | -3 | -5 | 100 | 96 | 104
COc1cc(C(=S)N2CCOCC2)cc(OC)c1OC(=O)c1cc([N+](=O)[O-])c(C)c([N+](=O)[O-])c1 | 106 | 11 | 100 | -14 | / | 102 | -5 | 11 | 104 | 100 | 99
COc1cccc(C2C3=C(CC(C)(C)CC3=O)OC(N)=C2[N+](=O)[O-])c1 (configuration not stated) | 104 | 6 | 101 | -26 | / | 98 | 3 | 2 | 100 | 101 | 103
